RBBP9 inh: human RBBP9 hydrolase inhibition. O75884. recombinant RBBP9, FP-Rh probe fluorescence polarization. inhibition, % at 7.94 µM. hit rate 0.2% among 220,000. AID 1515;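 active means inhibition above the campaign mean of all tested compounds plus 3 SD, cut at about 14% in these data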;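 further: plate controls were DMSO wells with RBBP9 for no effect and wells lacking RBBP9 protein for full effect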
Target sequence (O75884 whole entry, looked up): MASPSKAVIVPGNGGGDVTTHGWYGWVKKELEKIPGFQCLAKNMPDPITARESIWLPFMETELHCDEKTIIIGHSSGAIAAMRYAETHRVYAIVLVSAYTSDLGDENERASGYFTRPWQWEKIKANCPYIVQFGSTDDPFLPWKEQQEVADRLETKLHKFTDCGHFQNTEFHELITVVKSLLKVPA
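System: RBBP9 protein / Quantity: 2.5 µM RBBP9 dispensing solution, before mixing / Also added: Serine-hydrolase probe FP-Rh, 375 nM pre-mixing / Dosing: 7.94 µM single dose, 0.794% DMSO / Timing: enzyme-compound preincubation 30 min, then probe labeling 45 min, 25 °C / Signal: FP readout at 525/598 nm / Controls: DMSO-treated enzyme wells and wells lacking RBBP9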
p47phox inh: blocks human p47phox regulatory protein of NADPH oxidases; P14598; inhibition, % at 24.7 µM; p47phox/p22phox peptide binding, fluorescence polarization, 2 h; hit rate 0.53% among 220,000;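 active means inhibition above about 30%, limit read from the data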;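 further: 0% = p47phox with labelled peptide and 100% = labelled peptide alone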
Runt-CBFb FRET: inhibitors of human RUNX1 Runt domain binding to CBFb; hit rate 0.46% among 220,000; Q01196+Q13951; inhibition, % at 20 µM; Cerulean-Runt/Venus-CBFb FRET ratio 530/480, 1 h;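 active means inhibition over about 50% at 20 µM in the single-dose screen, limit read from the data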;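 further: 0% = DMSO wells and 100% = excess unlabeled CBFb competitor control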
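Measured by: fluorescence energy transfer, 422 nm excitation, 530/480 nm emission; Assay system: Cerulean-Runt domain; Medium: Tris pH 7.5 buffer with BSA; Measure: loss of energy transfer signal; Controls: 5 µM unlabeled CBFb as full-inhibition high control; Incubation: protein complex preformed 1 h, compound exposure 1 h, room temperature, dark.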
Tb hexokinase: blocks Trypanosoma brucei hexokinase 1 activity | hit rate 0.11% among 220,000 | inhibition, % at 10 µM | recombinant TbHK1, G6PDH-coupled NADH A340 | AID 1430;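 active means inhibition of 50% or more in the single-dose primary screen; inactive means inhibition below 50%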
EBV gp42 block: inhibitors of Epstein-Barr virus glycoprotein 42. Q1HVG2. Fluorescence polarization binding assay, mP read-out. inhibition, % (tested at 21.74 µM). hit rate 0.42% among 220,000. AID 1085; in the data active means inhibition above about 50%
Furin inhibitor: inhibitors of human furin; purified furin, fluorogenic substrate cleavage; inhibition, % at 30 µM; hit rate 0.061% among 220,000; AID 463115; in the data active means inhibition above about 25%; further: inactives centre near -15
m-calpain inh: inhibitors of pig calpain II. purified calpain II, fluorogenic peptide substrate, 30 min. inhibition, % at 16 µM. hit rate 0.37% among 220,000. AID 1236;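 active means inhibition above about 50%, limit read from the data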
p97 inhibitor: human p97 ATPase inhibition | P55072 | recombinant p97 ATPase, Kinase-Glo ATP luminescence, 3 h | inhibition, % at 8 µM | hit rate 0.42% among 220,000 | AID 1481; in the data active means inhibition above about 15%;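 further: 0% = DMSO vehicle and 100% = wells lacking enzyme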
Target sequence (P55072 whole entry, looked up): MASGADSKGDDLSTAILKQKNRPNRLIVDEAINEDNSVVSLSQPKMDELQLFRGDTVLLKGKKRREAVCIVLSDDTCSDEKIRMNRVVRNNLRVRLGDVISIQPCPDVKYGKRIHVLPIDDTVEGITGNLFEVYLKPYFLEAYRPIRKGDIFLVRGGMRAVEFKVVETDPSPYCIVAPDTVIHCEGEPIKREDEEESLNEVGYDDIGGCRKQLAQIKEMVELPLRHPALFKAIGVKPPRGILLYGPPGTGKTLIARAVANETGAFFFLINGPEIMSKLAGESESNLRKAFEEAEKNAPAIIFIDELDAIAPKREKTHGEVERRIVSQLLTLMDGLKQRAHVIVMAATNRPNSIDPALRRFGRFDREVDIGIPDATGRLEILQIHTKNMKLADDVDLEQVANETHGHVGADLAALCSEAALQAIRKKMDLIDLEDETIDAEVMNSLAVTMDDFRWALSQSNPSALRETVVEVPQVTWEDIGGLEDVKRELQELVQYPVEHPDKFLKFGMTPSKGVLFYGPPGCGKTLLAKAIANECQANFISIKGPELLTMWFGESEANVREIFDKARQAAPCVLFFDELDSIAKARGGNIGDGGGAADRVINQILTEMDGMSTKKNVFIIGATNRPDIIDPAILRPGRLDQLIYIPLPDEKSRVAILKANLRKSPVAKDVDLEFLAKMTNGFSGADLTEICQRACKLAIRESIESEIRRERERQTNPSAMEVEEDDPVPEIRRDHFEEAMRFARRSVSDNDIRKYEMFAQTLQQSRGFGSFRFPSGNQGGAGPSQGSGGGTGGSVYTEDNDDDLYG
Runt-SMMHC FRET: blocks binding of human RUNX1 Runt domain to CBFb-SMMHC | Q01196+Q13951 | inhibition, % at 20 µM | AID 1434 | Cerulean-Runt/Venus-CBFb-SMMHC FRET ratio 530/480, 1 h | hit rate 0.74% among 220,000;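 active means mean inhibition across duplicate retests at 20 µM reaching about 50%, limit read from the data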;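 further: 0% = DMSO wells and 100% = wells with excess untagged CBFb-SMMHC; inhibitors lower the FRET ratio by blocking Runt binding to CBFb-SMMHC; some results filed as inactive read as strong as hits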
Active calls of the source: *; . = not tested or not shown; [ ] = dose if it differs, or a comment.

SMILES	RBBP9 inh	p47phox inh	Runt-CBFb FRET	Tb hexokinase	EBV gp42 block	Furin inhibitor	m-calpain inh	p97 inhibitor	Runt-SMMHC FRET
COc1cccc(NC(=O)C2CCN(S(=O)(=O)c3ccc4c(c3)OCCO4)CC2)c1	-3	2	0	-6	-27	-13[20 µM]	-5	2	0
Cc1ccccc1C(=O)N1CCC(C(N)=O)CC1	-1	-8	3	1	-3	-5[20 µM]	-9	-2	-6
Cc1ccc2cc(C(c3nnnn3C3CCCC3)N(Cc3ccccc3)Cc3ccco3)c(=O)[nH]c2c1 (stereo not drawn)	-1	-58	7	-16	-45	-2	-91	2	2
COc1cc(C2C(C(C)=O)=C(O)C(=O)N2CCN2CCOCC2)ccc1O (stereo not drawn)	1	-6	1	-22	-26	-20[20 µM]	-11	1	-1
Cc1ccccc1C(=O)N/N=C1/SCC(=O)N1Cc1ccc2c(c1)OCO2	-5	-13	1	29	0	-9	-12	4	2
COC(=O)c1cc(N=CC2=C(O)CC(C)(C)CC2=O)cc(C(=O)OC)c1	-3	-12	-1	-9	13	18	-123	-4	7
O=C(O)c1cccc(N2C(=O)c3cccnc3C2=O)c1	-2	-2	-1	-6	-1	-14[20 µM]	6	-7	0
CCOc1ccc(NC(=O)C(Cc2ccccc2)N2C(=O)c3cccc4cccc(c34)C2=O)cc1 (stereo not drawn)	1	.	0	-23	-7	-28	-22	4	0
CCN1CCN(S(=O)(=O)c2ccc(Br)s2)CC1	-7	-8	2	2	-8	-11[20 µM]	-10	0	-1
Cc1ccc(C(=O)c2ccccc2C(=O)OCC(=O)NC(C)(C)C)cc1	1	-6	-1	-9	-9	-18	29	1	-3
COc1ccc2ncc(OC(C)=O)cc2c1	-12	-12	0	4	-11	-18	-39	4	-4
Cc1nc2ccc(NC(=O)c3cc(S(=O)(=O)N(C)c4ccccc4)ccc3Cl)cc2s1	-14	-155	-5	-9	-76	-20	18	0	-7
CCCCNC(=S)Nc1ccc(C(F)(F)F)cc1	-9	1	2	2	-6	-24	-2	2	0
CCC(=O)Nc1ccc(C(=O)CSc2nnc(-c3ccc(NS(=O)(=O)CC)cc3)o2)cc1OC	-4	12	1	-7	-5	-29	18	-2	0
S=C(NC1CCCCC1)N1CCN(C/C=C/c2ccccc2)CC1	-5	-10	-2	-11	-1	-11	8	-4	-2
Cc1ccc(NC(=O)C2CCCN(c3ncccn3)C2)cc1F (stereo not drawn)	-3	-9	-1	-2	4	1	-3	2	1
O=C1N(Cc2cccc(Cl)c2)C[C@@H]2C[C@@H](c3ccsc3)N3CCC[C@@]123	10	-3	0	-4	1	-31	-34	-1	-1
COCCOC(=O)C(C#N)c1nc2ccccc2nc1N1CCCC1 (stereo not drawn)	-3	-7	13	-3	-2	4	-70	2	30
Cc1nc2ccccc2c(=O)n1NS(C)(=O)=O	-4	-6	0	-6	-12	-17[20 µM]	-5	4	-7
Cc1ccc(-c2cc(-c3cccc(F)c3)n[nH]2)c(O)c1	-16	-11	-2	4	7	-7[20 µM]	3	-4	-6
COc1ccc2nc(Nc3ccccc3OC)sc2c1	-6	8	0	0	4	-13	-5	-7	-1
COc1ccccc1[C@@H]1C(c2ccc(F)cc2)=NN(c2ccccc2)[C@H]1C(=O)N1CCOC1=O	-12	-6	9	-8	0	-16	-91	-3	20
CCOC(=O)N1CCN(C(=O)COc2ccc(S(=O)(=O)NCC(C)C)cc2C)CC1	-14	-7	2	-2	4	-14[20 µM]	0	-7	0
Cc1cc(C)nc(SCc2nnc(SCc3ccccc3Cl)o2)n1	-7	-2	-3	-1	11	-20[20 µM]	-5	-6	0
CC1(C)CC(=O)C(C(=O)/C=C/NCCc2ccccc2)C(=O)C1	3	-25	0	-9	6	-18[20 µM]	26	-1	5
CN(c1ccc(O)cc1)c1nc(-c2ccccc2)cs1	-7	-13	11	22	13	5	21	-4	1
COC(=O)C1CC(O)CN1C(=O)NC1CCCCC1 (stereo not drawn)	6	4	0	1	9	-21	11	2	2
Cc1ccccc1C(=O)Nc1nc2n(n1)C(c1ccccc1)CC(=O)N2 (stereo not drawn)	1	-5	0	-6	-19	-19[20 µM]	-8	2	-1
O=C(c1ccc(Cl)cc1[N+](=O)[O-])N(Cc1ccccc1)Cc1ccccc1	-9	-3	-1	9	9	-2	35	-3	0
CCOC(=O)Cn1c(=O)c2c(nc(N3CCCCC3)n2Cc2ccccc2)n(C)c1=O	4	-12	-2	-1	-20	-16	-12	1	-2
CCOCCCNC(=O)CN1C(=O)CSc2ccccc21	1	-3	0	-1	-9	-15	-13	7	1
Cn1c(N)c(C(=O)COC(=O)C2(c3cccc(F)c3)CCCC2)c(=O)n(C)c1=O	-7	-15	-5	-2	-3	-31	2	1	-6
CCN(CC)c1ccc(/C=N\N2CCN(Cc3ccc(C)cc3)CC2)cc1	6	-8	6	-16	-16	-21	10	2	8
COC(=O)c1c(-c2c(Cl)cccc2Cl)noc1C(=O)NN	-3	2	1	-9	-21	-12	5	6	-8
O=C(COc1ccc(S(=O)(=O)N2CCOCC2)cc1)Nc1ccccc1C(F)(F)F	-1	-1	2	1	-5	-5[20 µM]	-3	0	2
COC(=O)Nc1sc2c(c1C(=O)NC1CC1)CCCCCC2	-1	-11	6	-4	5	-15[20 µM]	1	0	-1
CC1CCc2nc3sc4c(c3c(N)c2C1)CCCC4 (stereo not drawn)	-3	-8	-1	4	-4	-24	-4	4	1
COc1cc(OC)cc(C(=O)N2CCN(Cc3ccccc3C(F)(F)F)CC2)c1	-6	-1	-4	-10	15	-19	11	-6	-7
CCCCCCC(=O)Nc1ccc(C(=O)N/N=C/c2cccnc2)cc1	-11	-7	.	-4	4	-6[20 µM]	-13	-3	-6
C/C(=N/NC(=O)CC(=O)N/N=C(\C)c1ccc([N+](=O)[O-])cc1)c1ccc([N+](=O)[O-])cc1	-4	-17	1	-21	-1	-21	-7	3	1
CC1CCc2c(sc(Nc3nc4c(F)cccc4s3)c2C(N)=O)C1 (stereo not drawn)	2	-59	127*	-8	-25	-5	-29	-3	86*
CCOC(=O)C(C)Sc1nc(-c2ccccn2)ncc1OC (stereo not drawn)	4	1	2	-1	-11	-19	11	2	2
Cc1nc(C(=O)N2CCOCC2)sc1C1(C)CC(c2ccccc2)=NO1 (stereo not drawn)	.	-5	1	-10	-2	-17	-18	.	2
CCOC(=O)C1CCCN(C(=O)COc2ccc(S(=O)(=O)N(CC)c3ccccc3)cc2)C1 (stereo not drawn)	5	-4	-6	4	-17	-28	9	5	0
Cc1cc(C)c2c(=O)[nH]c(SCC(=O)N3CCCCC3)nc2n1	-1	-8	0	-8	-11	-9[20 µM]	-10	6	0
CSc1ncccc1C(=O)OCC(=O)c1ccccc1Br	0	1	-1	-5	-9	-20	-5	2	-1
Cn1cnc(Sc2ncnc3nc[nH]c23)c1[N+](=O)[O-]	0	4	32	-16	-10	-18	-4	-1	42
COCc1cc(C)nc2oc(C(=O)c3ccccc3)c(N)c12	-2	-22	-22	-8	-11	-25	-41	6	-40
COc1ccccc1N(CC(=O)NCc1ccccc1)C(=O)CCC(=O)Nc1ccccn1	-10	5	-1	-1	-6	-14[20 µM]	25	-5	7
COCCn1c(=S)[nH]c2cc(C(=O)N3CCc4ccccc4C3)ccc2c1=O	-6	6	-2	-3	-1	-20	12	-7	1
COc1cc(C(=O)NCCc2cc3c(OC)ccc(OC)c3[nH]c2=O)cc(OC)c1OC	-3	5	1	-4	-1	-21	-97	-1	1
CCOC(=O)c1ccc(N2CCN(c3ccccc3F)CC2)c(NC(=O)Nc2cccc(OC)c2)c1	-12	-4	-1	-7	1	-11	-16	-6	0
Cc1ccc(NC(=O)CSc2nc(CSc3ccc(C)cc3)cc(=O)[nH]2)cc1	-1	-19	-8	3	-16	-19	-5	2	-3
COc1ccc(NCC(=O)Nc2ccc(Cl)cc2C)c(OC)c1	-7	-6	0	6	2	0[20 µM]	38	-6	-2
CN1CCN(C(=O)c2cc3nc(-c4ccccc4)cc(C(F)(F)F)n3n2)CC1	0	-2	-3	0	-24	-14[20 µM]	-137	0	2
COC(=O)COc1ccc2occ(C(C)=O)c2c1	2	1	-1	-4	16	-20	21	-2	-4
Cn1cc(CN2CCN(CCO)CC2)c(-c2ccc(Oc3ccccc3)cc2)n1	-1	0	2	-5	-1	-26	8	-2	1
COC(=O)CCC(=O)N1CCOCCOCCN(C(=O)CCC(=O)OC)CCOCCOCC1	-3	-20	-1	-10	-4	-23[20 µM]	11	-2	-9
Cc1ccccc1Nc1nnc(C)c(=O)[nH]1	-5	-9	0	5	2	-26[20 µM]	-36	-1	2
Cc1cc(C)c2oc(C(=O)N(Cc3ccccc3)C3CCS(=O)(=O)C3)cc(=O)c2c1 (stereo not drawn)	-1	-11	-2	-9	-6	-13	-20	1	0

Overlap with the part before: 5 compounds, then new ones.
SMILES	RBBP9 inh	p47phox inh	Runt-CBFb FRET	Tb hexokinase	EBV gp42 block	Furin inhibitor	m-calpain inh	p97 inhibitor	Runt-SMMHC FRET
COC(=O)COc1ccc2occ(C(C)=O)c2c1	2	1	-1	-4	16	-20	21	-2	-4
Cn1cc(CN2CCN(CCO)CC2)c(-c2ccc(Oc3ccccc3)cc2)n1	-1	0	2	-5	-1	-26	8	-2	1
COC(=O)CCC(=O)N1CCOCCOCCN(C(=O)CCC(=O)OC)CCOCCOCC1	-3	-20	-1	-10	-4	-23[20 µM]	11	-2	-9
Cc1ccccc1Nc1nnc(C)c(=O)[nH]1	-5	-9	0	5	2	-26[20 µM]	-36	-1	2
Cc1cc(C)c2oc(C(=O)N(Cc3ccccc3)C3CCS(=O)(=O)C3)cc(=O)c2c1 (stereo not drawn)	-1	-11	-2	-9	-6	-13	-20	1	0
C/C(=N\NC(N)=O)c1ccc(-n2ccnc2)cc1	-8	0	0	-1	3	-21	-9	5	-1
COc1ccc(NC(=S)NNC(=O)C(C)n2nc(C)c([N+](=O)[O-])c2C)cc1 (stereo not drawn)	-9	-1	4	1	9	-16[20 µM]	17	5	2
O=C(c1cccc(F)c1)N1CCN(C(=O)C2CC2)CC1	-2	-5	-1	-3	8	-22	3	2	-3
CCCN(CC(=O)Nc1ccc(Cl)cc1Cl)Cc1cc(=O)n2ccsc2n1	-6	-11	-10	-3	-12	-18	-8	-1	-1
O=C(COc1ccc(C(=O)c2ccc(F)cc2)cc1)NCc1ccc(F)cc1	-6	-9	0	-2	4	-22	3	-1	-1
O=C(OC1CCN(c2ncc(C(F)(F)F)cc2Cl)CC1)c1ccc(Cl)cc1	-6	-9	-2	5	-20	-15	-11	5	1
CCCCOc1ccc(C(C)NC(=O)CCS(=O)(=O)Cc2ccc(C)cc2)cc1 (stereo not drawn)	-5	3	0	-4	-20	-5	15	1	3
CC1CCc2c(C(=O)NCc3ccccn3)csc2C1 (stereo not drawn)	0	14	2	27	11	-4	-27	4	-4
N#CCOC(=O)C1CSC2(c3ccc(Br)cc3)CCC(=O)N12 (stereo not drawn)	-3	-16	3	-5	-13	-39	-18	4	3
COc1ccc(CN2CC(=O)N(c3ccc(C)cc3)C2=S)cc1OC	-12	-9	-1	-6	-10	-11	31	4	0
COCCn1c(COc2ccc(Cl)cc2)nnc1SCC(N)=O	1	6	1	-3	-4	-7[20 µM]	16	-3	-1

Screening results as filed in PubChem.
